From PubChem
p53ts 32C tox – p53ts cell cytotoxicity, permissive temperature. H1299-p53A138V at 32C, ATP luminescence viability, 24 h. Potency, µM (series often up to 46.1 µM), inactives show at the highest dose activity change, negative = cytotoxicity, usual class: cytotoxic. 130,000 compounds, 0.93% hits. AID 924;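 further: 0% = DMSO and -100% = full killing by reference compound; nearly all actives have a fitted effect of over 55% in size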
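Viability by ATPlite luminescence after 24 h compound treatment (up to 46 uM) at the permissive 32C. Cells are H1299 carrying p53 A138V. Scale runs from DMSO basal to 100 uM tamoxifen as full kill; AC50 from Hill fits.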
Imprint erasure – genomic imprint erasure induction | mouse ES Peg3-LacZ reporter, beta-gal luminescence, 40 h | Potency, µM (highest dose often 60.7 µM), inactives show at the highest dose activity change, positive = activation, most hits filed as activators | 110,000 compounds, 0.02% hits | AID 1948;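 further: 0% = negative control wells on the plate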
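Each well holds 300 Peg3LacZ-Neo (maternal) female ES cells incubated 40 h at 37C, 5% CO2. LacZ is measured by BetaGlo luminescence, with AC50 and maximum efficacy derived from dose-response curves.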
p53ts 39C kill – kills p53ts cells at the nonpermissive temperature; H1299-p53A138V viability at 39C, ATP luminescence, 24 h; Potency, µM (series often up to 46.1 µM), inactives show top-dose activity change, negative = cell killing, usual class: cytotoxic; 130,000 compounds, 1.5% hits; further: nearly all actives have a fitted effect of over 55% in size
IkB sig inh – inhibitors of IkB signaling in ABC-DLBCL cells; ABC-DLBCL IkBa-CBG/CBR dual luciferase ratio, 4 h; response scale: scaled: untreated 0%, proteasome inhibitor 100%; Potency, µM (highest dose often 57.1 µM), for the others: at the highest dose IkBa stabilization activation; 110,000 compounds, 0.04% hits; AID 445; active means well fitted curve in the direction sought with a large enough effect in the signal ratio, not every such curve was filed as active; inconclusive means small, poorly fitted or top-dose-only effect, or a change in a side signal; the % refers to the signal ratio;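 further: the direction sought is a rising ratio; 0% = basal untreated cells and 100% = reference inhibitor full response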
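Curves were fitted separately to fusion (green), unfused (red) and ratio luminescence, then classed by r2, magnitude and activity. Cells: OCI-Ly3, 4 h compound plus doxycycline at 37C; 10 uM MG-132 defined full response.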
Numbers without * were called inactive; u = inconclusive; x = no result given; [ ] = dose if it differs, or a comment. Unless noted, the call rests on the fitted dose curve; in most records, active means well fitted curve in the direction sought with a large enough effect; inconclusive means small, poorly fitted or top-dose-only effect, or another doubt; inactive means no such curve, though single readings can be large; an effect the other way counts as inactive or inconclusive. Unless noted, on the % scale 0 is the no-effect control and ±100 the full control effect; potency means the concentration at half of the fitted maximal effect.

Structure | p53ts 32C tox | Imprint erasure | p53ts 39C kill | IkB sig inh
Cc1c(C)c2cc3c4c(oc3c(C)c2oc1=O)CCCC4 | 7% | -5% | -6% | -1.8%
CCOC(=O)c1[nH]c(C)c(/C(O)=C2\C(=O)C(=O)N(CCCN(CC)CC)C2c2cccnc2)c1C (stereo unspecified) | -4% | 3% | 7% | 0.3%
CC1(C)CC(=O)C(C=NCCN2CCN(CCc3ccccc3)CC2)=C(O)C1 | -12% | x | 8% | x
COc1ccc(Br)cc1CNC(=O)C(C)n1nc(C)n2c(cc3occc32)c1=O (stereo unspecified) | 10% | -7%[10.9 µM] | 2% | u
CSc1ccc(CCNC(=O)c2csc3c2CCCCC3)cc1 | -25% | -16%[10.9 µM] | -29% | -0.9%
Cc1cc(N2CCN(c3ccc(F)cc3)CC2)n2cnnc2n1 | 16% | 15%[10.9 µM] | 1% | -0.6%
COc1ccc(CNC(=O)c2cccc(-n3cnc4cccnc43)c2C)cc1 | 9% | 18%[10.9 µM] | 7% | -1.8%
CCn1cc(C(=O)Nc2ccc3c(c2)OCCO3)c2cc(OC)c(OC)cc2c1=O | 5% | -5% | 0% | u
Cc1cccc(-n2nc3c(c2NC(=O)c2ccco2)CSC3)c1C | -1% | -30%[inhibitor] | -7% | 6.5%
CCC(=O)N1CN(S(=O)(=O)c2ccc(C)cc2)CC1C (stereo unspecified) | 11% | 2% | 11% | 0.6%
C[C@@H](C(=O)O)c1ccc(C[C@@H]2CCCC2=O)cc1 | 14% | x | 13% | u
COc1ccc(C(=O)c2coc3ccc(O)c(CN(C)C)c23)cc1 | 1% | 8% | 0% | 3.5%
COc1ccc(-c2nc3cc(C(C)C)ccc3o2)cc1NC(=O)COc1ccc(C)cc1C | -7% | -9%[10.9 µM] | 6% | u
Cc1ccc(Cn2c(NC(=O)c3ccco3)nc3ccccc32)cc1 | -20% | -3% | -30% | u
Cc1nc2cc(F)ccc2n1C1CCN(S(=O)(=O)c2ccccc2)CC1 | -6% | 8% | -1% | 3.4%

2 records picked at random from the list so far:
Structure | p53ts 32C tox | Imprint erasure | p53ts 39C kill | IkB sig inh
CC1(C)CC(=O)C(C=NCCN2CCN(CCc3ccccc3)CC2)=C(O)C1 | -12% | x | 8% | x
Cc1ccc(Cn2c(NC(=O)c3ccco3)nc3ccccc32)cc1 | -20% | -3% | -30% | u

(listing goes on)
Structure | p53ts 32C tox | Imprint erasure | p53ts 39C kill | IkB sig inh
O=C(COc1ccc(F)cc1)Nc1ccc2nc(SCC(=O)N3CCc4ccccc43)sc2c1 | -4% | -7%[10.9 µM] | 4% | 1.1%
Cc1ccc(CCNC(=O)C2CCCN2S(=O)(=O)c2ccc3c(c2)CCC(=O)N3)cc1 (stereo unspecified) | 0% | -14% | 8% | 7.8%
COc1cc(C(=O)OC2CCCCC2=O)cc(OC)c1C (stereo unspecified) | -23% | -13% | -28% | 5.6%
O=C(CCS(=O)(=O)c1cccc2nonc12)N1CC(=O)N(CCc2ccccc2)C(=O)C1 | 5% | -16% | 6% | 1.9%
CCCOC(=O)c1[nH]c2c(c1C)C(=O)CC(c1cc(OC)c(OC)c(OC)c1)C2 (stereo unspecified) | -3% | -21% | -2% | u
O=C(O)[C@@H](O)[C@@H](O)[C@@H](O[C@H]1O[C@@H](CO)[C@@H](O)[C@@H](O)[C@@H]1O)[C@@H](O)CO | -6%[20.6 µM] | 11%[16.8 µM] | 4%[20.6 µM] | 0.7%[25.6 µM]
CC[C@H]1C2=C3C(CC[C@H]4C(OCc5ccc(F)cc5C(F)(F)F)OC[C@](C)([C@@H]34)N(C(=O)OC(C)(C)C)C2)C2COC(=O)OCC21 (stereo partly specified) | 8% | -13% | -8% | x
Cc1ccc(NC(=O)CCN2C(=O)c3ccccc3Sc3ncccc32)c(Cl)c1 | -3% | -19%[10.9 µM] | -13% | 2.3%
CC(=O)CCc1c[nH]c2c(C(=O)O)cccc12 | -4% | -25% | -14% | -2.8%
CCOc1ccc(-c2c(C#N)c(N)nc3c2c(=O)n(C)c(=O)n3C)cc1OC | -5% | -2% | 1% | 0.6%
Cc1ccc(C)c(N2C(=O)N(C)c3ccccc3S2(=O)=O)c1 | 6% | -14%[10.9 µM] | -8% | -1.0%
COc1ccccc1NC(=O)NCCCN1CCN(c2cccc(Cl)c2)CC1 | 7% | -17% | 3% | 1.2%
CC(=O)N1c2ccccc2CC1C(=O)NCc1cccc(Cl)c1 (stereo unspecified) | -1% | 14%[10.9 µM] | -8% | -2.2%
CCOC(=O)CCC(=O)Nc1ccc(S(=O)(=O)N2CCCC2)cc1 | -2% | 9% | 7% | 0.8%
Cc1ccc(C)n1-c1cccc(N)c1 | -6% | x | -8% | 6.0%
O=C1CCc2cc(S(=O)(=O)N3CCC(C(=O)NC4CCCCCCC4)CC3)ccc2N1 | -4% | 0% | -7% | 1.2%
CCN(Cc1ccccc1)S(=O)(=O)c1ccc(-c2coc(C)n2)cc1 | u | -11%[10.9 µM] | -27% | 5.9%
N#Cc1ccccc1-c1cncnc1NCc1cccnc1 | 6% | 2% | 4% | -5.0%[11.4 µM]
CCN(CC)CCCNC(=O)CCc1c(C)nc2c(c1C)c(=O)n(C)c(=O)n2C | 2% | -8%[10.9 µM] | -8% | 0.3%
COC(=O)CCNC(=O)N1CCN(c2nnc(C)c3c(C)n(-c4ccccc4)nc23)CC1 | 2% | 12%[10.9 µM] | u | 0.8%
COc1ccc(S(=O)(=O)N(C)CC(=O)NCc2cccnc2)cc1C | 7% | 0% | -5% | 2.2%
Cc1cc(Br)ccc1NC(=O)c1sc2nc3n(c(=O)c2c1C)CCCC3 | -10% | -2%[10.9 µM] | -8% | u
CCn1nnc2cc(C(=O)Nc3ccc(OC)cc3)ccc21 | -11% | -5%[10.9 µM] | -29% | -1.8%
CCOc1ccc(NC(=O)c2cc3cc4cc(OC)ccc4nc3s2)cc1 | -7% | -20%[10.9 µM] | -21% | 0.9%
Cn1cc(Cl)c(C(=O)Nc2cccc(Cl)c2Cl)n1 | -4% | -7% | -10% | -0.2%

Compounds listed so far that contain a Cl atom:
Structure | p53ts 32C tox | Imprint erasure | p53ts 39C kill | IkB sig inh
Cc1ccc(NC(=O)CCN2C(=O)c3ccccc3Sc3ncccc32)c(Cl)c1 | -3% | -19%[10.9 µM] | -13% | 2.3%
COc1ccccc1NC(=O)NCCCN1CCN(c2cccc(Cl)c2)CC1 | 7% | -17% | 3% | 1.2%
CC(=O)N1c2ccccc2CC1C(=O)NCc1cccc(Cl)c1 (stereo unspecified) | -1% | 14%[10.9 µM] | -8% | -2.2%
Cn1cc(Cl)c(C(=O)Nc2cccc(Cl)c2Cl)n1 | -4% | -7% | -10% | -0.2%

Ordered by SMILES length (rising): some entries from above.
Structure | p53ts 32C tox | Imprint erasure | p53ts 39C kill | IkB sig inh
N#Cc1ccccc1-c1cncnc1NCc1cccnc1 | 6% | 2% | 4% | -5.0%[11.4 µM]
CCOc1ccc(NC(=O)c2cc3cc4cc(OC)ccc4nc3s2)cc1 | -7% | -20%[10.9 µM] | -21% | 0.9%
CCN(CC)CCCNC(=O)CCc1c(C)nc2c(c1C)c(=O)n(C)c(=O)n2C | 2% | -8%[10.9 µM] | -8% | 0.3%
O=C1CCc2cc(S(=O)(=O)N3CCC(C(=O)NC4CCCCCCC4)CC3)ccc2N1 | -4% | 0% | -7% | 1.2%
COC(=O)CCNC(=O)N1CCN(c2nnc(C)c3c(C)n(-c4ccccc4)nc23)CC1 | 2% | 12%[10.9 µM] | u | 0.8%
